Source: PubChem BioAssay
SRC3 TRFRET art: TR-FRET artefact, counter-screen to PPARgamma/SRC-3 agonist assay; PPARgamma/SRC-3 format; stronger effect = higher value; TR-FRET ratio at 8 µM; 99,000 tested, 0.39% active; AID 1048; in the data active means TR-FRET ratio above about 2000; further: inactives centre near 1600; reference of the scale not given here
SRC1 TRFRET art: counter-screen for PPARgamma SRC-1 recruitment agonists: TR-FRET artefact. TR-FRET detection artefact counter-screen, emission ratio; stronger effect = higher value. TR-FRET ratio at 8 µM. 99,000 tested, 0.34% active; in the data active means TR-FRET ratio above about 2300; further: inactives centre near 1800; reference of the scale not given here
Starred values were filed as active, the others as inactive; i = inactive.

SMILES | SRC3 TRFRET art | SRC1 TRFRET art
C/C(CC(=O)Nc1ccc(Cl)c(Cl)c1)=N\NC(=O)C(=O)N1CCCCC1 | 1639 | 1793
O=C(CO)N/N=C/c1cccc(Cl)c1Cl | 1482 | 1973
CN(Cc1ccon1)Cc1cn(Cc2ccccc2)nc1-c1ccc2c(c1)OCO2 | 1655 | 1636
O=C(CSc1nc2ccccc2s1)Nc1cc(S(=O)(=O)N2CCOCC2)ccc1Cl | 2069* | 1864
CCCN(C(=O)Cc1nc(N)n[nH]1)C1(C(=O)Nc2c(C)cccc2C)CCCCC1 | 1551 | 1954
N#C/C(=C/c1ccc(C(=O)O)cc1)C(=O)Nc1ccccc1 | 1789 | 1977
Cc1cccc(OCC(=O)N/N=C2/SCC(=O)N2Cc2ccco2)c1 | 1462 | 1854
Cc1nnc(NC(=O)CSc2n[nH]c(-c3ccccc3)n2)s1 | 1466 | 1658
C=CCN(c1ccc(C(=O)Nc2cc(C)cc(C)c2)cc1)S(C)(=O)=O | 1501 | 1980
CCc1ccc(NC2Nc3cc(C)nn3S2)cc1 (stereo not drawn) | 1481 | 1781
NC(=O)c1c(N)sc2c1CCCC2 | 1472 | 1861
O=[N+]([O-])c1cccc(/C([O-])=C(/C(=S)Nc2cccc3ccccc23)[n+]2ccccc2)c1 | 1554 | 1807
CC(Sc1nc(N2CCOCC2)nc(N2CCOCC2)n1)C(=O)Nc1ccccc1 (stereo not drawn) | 1507 | 1984
Cc1cccc(N2CCN(C(=S)NCCc3ccccc3)CC2)c1C | 1721 | 1771
COc1ccc2oc(=O)c(-c3csc(Nc4ccc(O)cc4)n3)cc2c1 | 1553 | 1488
Cc1ccc(S(=O)(=O)N2CCC(=O)N(C(COCc3ccccc3)Cc3ccccc3)CC2)cc1 (stereo not drawn) | 1477 | 1755
Cc1cc(C(=O)NN=C2CCCCC2)c2ccccc2n1 | 1838 | 1764
Cn1cc(/C=N/NC(=O)c2cccc([N+](=O)[O-])c2)c2ccccc21 | 1563 | 1861
Cn1ccc(C(=O)OCC(=O)Nc2cccc3ccccc23)n1 | 1471 | 1844
Cc1cc(C)nc(SCC(=O)Nc2ncc(Cc3cccc(Cl)c3Cl)s2)n1 | 1588 | 2136
CSc1ncccc1C(=O)OCC(=O)C(C)(C)C | 1468 | 1744
Cc1ccc(C(=O)Nc2sc(C(=O)N(C)C)c(C)c2C#N)cc1 | 1494 | 1428
O=C(Nc1cccnc1)c1ccc(S(=O)(=O)c2ccccc2)cc1 | 1656 | 1778
COc1ccc(-c2cc(C(F)(F)F)nc(SCCC(=O)Nc3cc(C)on3)n2)cc1 | 1613 | 1783
O=C(CSc1ccsc1[N+](=O)[O-])N1CCN(c2ccc(Cl)cc2)CC1 | 1478 | 1732
O=C(NNC(=O)C1CC1c1ccccc1)c1cccc([N+](=O)[O-])c1 (stereo not drawn) | 1513 | 1723
O=C(CNC1=NCCC1)c1ccc(Cl)cc1 | 1803 | 2172
CCOC(=O)CN1CC23C=CC(O2)C(C(=O)NCc2ccc(F)cc2)C3C1=O (stereo not drawn) | 1392 | 1706
O=C(CSc1ccc(-c2ccccn2)nn1)c1ccc(F)cc1 | 1643 | 1515
Cc1cccc(OCc2nnc(SCC(=O)Nc3cccc(C(=O)N4CCOCC4)c3)o2)c1C | 1542 | 1840
C=CCN(CC=C)S(=O)(=O)c1ccc2nc(NC(=O)C3CCCO3)sc2c1 (stereo not drawn) | 1518 | 1760
CC1=CC2=NC(=O)CC(C)(C(=O)N(CC(=O)NC(C)C)C3CCCC3)N2C=C1 (stereo not drawn) | 1689 | 1744
Clc1ccc(-n2nnc(-c3cccnc3Cl)n2)cn1 | 1715 | 1753
CC(Sc1nc(-c2ccccc2)cs1)C(=O)Nc1ccc(Cl)cn1 (stereo not drawn) | 1635 | 1542
Cc1cc(-c2n[nH]c(=S)n2Cc2ccccc2)cs1 | 1573 | 1832
CCOC(=O)Cn1c(=O)cc(C)c2ccccc21 | 1536 | 1712
COc1ccc(-c2nc(C#N)c(NCc3ccco3)o2)cc1 | 1637 | 1888
O=C1c2ccccc2S(=O)(=O)c2cc(C(=O)N(c3ccccn3)c3ccccn3)ccc21 | 1667 | 1531
C=CCNC(=O)/C(C#N)=C/c1ccc2c(c1)OCCO2 | 1560 | 1747
CC1SC(C)C(=O)N(CC(=O)NC2CCCCC2)C1=O (stereo not drawn) | 1338 | 1484
COc1ccccc1/C=C/C(=O)Nc1ccc2c(c1)CCC2 | 1609 | 1671
CC(=O)NS(=O)(=O)c1ccc(NC(=O)CSc2ccc(C)cc2)cc1 | 1512 | 1938
O=C(O)c1cccnc1 | i | i
CCc1sc(C(=O)NCc2cc(C)n(C)n2)cc1Br | 1617 | 1809
COC(=O)[C@@]1(Cc2ccc(OC)cc2)[C@@H]2C(=CC(=O)[C@H]2CC(=O)C(=O)N2CCCC2)CN1C(=O)c1ccccc1 | 1668 | 1788
COc1ccc(-c2csc(-c3[nH]cnc3N)n2)cc1 | 1490 | 1935
Cc1ccc(-n2[nH]c(C)c(C=Nc3ccc(S(=O)(=O)Nc4nccs4)cc3)c2=O)cc1C | 1717 | 1976
CC1CCCN(c2ccc(F)cc2N)C1 (stereo not drawn) | 1520 | 1910
O=C(CCc1ccc(S(=O)(=O)N2CCOCC2)cc1)N/N=C/c1ccc(F)cc1F | 1544 | 1795
CC(C)C(NC(N)=O)C(=O)NC1CCCCC1 (stereo not drawn) | 1549 | 1971
CCN(C(=O)CSc1nnc2ccccn12)c1c(N)n(Cc2ccccc2)c(=O)[nH]c1=O | 1708 | 1989
O=C(O)c1cn(Cc2cccnc2)c(=O)c2ccccc12 | 1597 | 1783
Cc1c(Br)c([N+](=O)[O-])nn1CCCC(=O)Nc1sc2c(c1C(N)=O)CCC(C)C2 (stereo not drawn) | 1637 | 2005
O=S(=O)(/N=C(/NS(=O)(=O)c1ccccc1)c1ccccc1)c1ccccc1 | 1512 | 1705
C/C(=N\NC(=O)c1ccn(C)n1)c1cccc(NC(=O)c2ccc(C)s2)c1 | 1414 | 1573
CCCCNC(=S)NCc1ccc2[nH]c(C)cc2c1 | 1517 | 1835
COc1ccc(OCc2n[nH]c(=S)n2N)cc1 | 1409 | 1803
COc1ccc(NC(=O)c2ccc(COCC(F)(F)C(F)F)cc2)cc1 | 1484 | 1603
CCO/N=C1\C(=O)N(c2ccccc2)c2ccccc21 | 1573 | 1912
CCOC(=O)COc1cc2oc(=O)cc(C)c2cc1[N+](=O)[O-] | 1482 | 1562
More results follow.
SMILES | SRC3 TRFRET art | SRC1 TRFRET art
O=C(COC(=O)c1cc(-c2cccc3ccccc23)nc2ccccc12)NC1CCS(=O)(=O)C1 (stereo not drawn) | 2043 | 2123
Fc1ccc2c(c1)/C(=N/Nc1ccccn1)CCS2 | 1510 | 1614
Cc1cccc2sc(N(CCCN(C)C)C(=O)COc3ccc(Cl)cc3)nc12 | 1821 | 2056
Cc1cc(NC(=O)c2cc(F)c(F)cc2Cl)no1 | 1676 | 1811
C=CCNC(=S)NNC(=O)c1csc(C)c1C | 1356 | 1625
CCOC(=O)CCC(NC(=O)CCCCC(=O)NC(CCC(=O)OCC)C(=O)OCC)C(=O)OCC (stereo not drawn) | 1368 | 1643
O=C(O)/C=C\c1ccccc1Oc1ccc(F)cc1 | 1695 | 1700
CCN(Cc1ccccc1)c1ccc(/C=N/NS(=O)(=O)c2ccc(C)c([N+](=O)[O-])c2)cc1 | 1669 | 1853
N=C1S/C(=C\c2ccccc2F)C(=O)N1c1ccc(F)cc1 | 1630 | 1620
CN(Cc1cccs1)C(=O)Cn1cnc2cc([N+](=O)[O-])ccc2c1=O | 1678 | 1612
O=C(N/N=C/c1ccc(Cl)cc1)c1nc2ccc([N+](=O)[O-])cc2c(=O)[nH]1 | 1649 | 1939
Cc1ccccc1Cc1n[nH]c(=S)n1N | 1600 | 1466
O=C(NC12CC3CC(CC(C3)C1)C2)c1ccc(-c2ccc(Cl)cc2)o1 | 1587 | 1815
Cc1[nH]c2ccccc2c1-c1csc(NC(=O)CN2CCOCC2)n1 | 1836 | 2153
Cc1cccc(-n2c(-c3cccc([N+](=O)[O-])c3)nc3nc4ccccc4nc32)c1 | 1651 | 1739
O=C(Cc1cccs1)Nc1nnc(SCc2ccc(C(F)(F)F)cc2)s1 | 1604 | 1920
Cc1ccc(S(=O)(=O)c2nc(C)oc2N2CCOCC2)cc1 | 1479 | 1757
COc1cc(/C=C/C(=O)N(Cc2ccccc2)c2ccccn2)cc(OC)c1OC | 1491 | 1909
O=C(COC(=O)C1(c2ccc(Cl)cc2)CCCC1)NCc1ccco1 | 1810 | 1803
COC(=O)c1cc(NC(=O)C2(S(=O)(=O)c3ccc(Cl)cc3)CC2)cc(C(=O)OC)c1 | 1192 | 1612

Fetched by compound from above, 3 records:
SMILES | SRC3 TRFRET art | SRC1 TRFRET art
O=C(N/N=C/c1ccc(Cl)cc1)c1nc2ccc([N+](=O)[O-])cc2c(=O)[nH]1 | 1649 | 1939
Cc1[nH]c2ccccc2c1-c1csc(NC(=O)CN2CCOCC2)n1 | 1836 | 2153
Cc1cccc2sc(N(CCCN(C)C)C(=O)COc3ccc(Cl)cc3)nc12 | 1821 | 2056

(more compounds)
SMILES | SRC3 TRFRET art | SRC1 TRFRET art
COc1ccc(N/C=C/C(=O)C(F)(F)F)cc1 | 1479 | 1866
Cc1ccc(NC(=O)CSc2nnc(Cc3ccccc3)o2)c(C)c1 | 1624 | 1922
NS(=O)(=O)c1ccc(CCNC(=O)c2cccc([N+](=O)[O-])c2)cc1 | 1700 | 1870
O=C(O)c1ccc(S(=O)(=O)Nc2ccc(O)c(Sc3nc4ccccc4s3)c2)cc1 | 1651 | 1729
Cc1ccc2ncnc(Nc3cccc(C(=O)O)c3)c2c1 | 1568 | 1693
CN(C)S(=O)(=O)c1ccc(N2CCCC2)c(C(=O)Nc2nc(-c3ccc(F)cc3)cs2)c1 | 1612 | 1902
CCc1ccc(NC(=O)C(C)OC(=O)c2cccc(S(=O)(=O)N3CCc4ccccc4C3)c2)cc1 (stereo not drawn) | 1449 | 1553
Cc1cc(C(=O)Nc2nc(C)c(C(=O)N(C)C)s2)ccc1[N+](=O)[O-] | 1372 | 1737
Cc1ccc(Cl)cc1NC(=S)N(Cc1ccco1)C(C)c1cccs1 (stereo not drawn) | 1613 | 1604
CC1=C(C)CC(C(=O)Nc2nc(-c3ccc(C)cc3C)c(C)s2)C(C(=O)O)C1 (stereo not drawn) | 1435 | 1944
C[C@@H]1C=C(C(=O)N2CCN(Cc3ccccc3)CC2)O[C@H](OCc2ccc(CO)cc2)C1 | 1605 | 1659
Oc1c(C(c2ccccn2)N2CCC(Cc3ccccc3)CC2)cc(Cl)c2cccnc12 (stereo not drawn) | 1482 | 1901
COc1ccc(N2C(=O)CC(C#N)=C2N)cc1 | 1518 | 1972
O=C(COc1ccc([N+](=O)[O-])cc1Cl)NCC1CCCO1 (stereo not drawn) | 1515 | 1700
CCN(CC(=O)NCc1ccc(Cl)cc1)Cc1cc(=O)n2ccsc2n1 | 1577 | 1980
CN1CCC(N(C)C(=S)Nc2ccc(F)cc2)CC1 | 1658 | 1883
O=C(N/C(=C\c1cccc([N+](=O)[O-])c1)C(=O)N(CCO)CCO)c1ccco1 | 1571 | 1808
Cc1cc([N+](=O)[O-])nn1CC(=O)c1ccccc1 | 1425 | 1840
CC1=C(C(=O)Nc2ccccc2C)C(c2ccc(C)o2)NC(=S)N1 (stereo not drawn) | 1688 | 1916
CC1CCCCN1C(=O)c1ccc(NC(=O)c2ccccc2Cl)cc1 (stereo not drawn) | 1591 | 1618

A different layout for part of the listing above.
CCc1ccc(NC(=O)C(C)OC(=O)c2cccc(S(=O)(=O)N3CCc4ccccc4C3)c2)cc1 (stereo not drawn)
  SRC3 TRFRET art: 1449 | SRC1 TRFRET art: 1553
Cc1cc(C(=O)Nc2nc(C)c(C(=O)N(C)C)s2)ccc1[N+](=O)[O-]
  SRC3 TRFRET art: 1372 | SRC1 TRFRET art: 1737
Cc1ccc(Cl)cc1NC(=S)N(Cc1ccco1)C(C)c1cccs1 (stereo not drawn)
  SRC3 TRFRET art: 1613 | SRC1 TRFRET art: 1604
CC1=C(C)CC(C(=O)Nc2nc(-c3ccc(C)cc3C)c(C)s2)C(C(=O)O)C1 (stereo not drawn)
  SRC3 TRFRET art: 1435 | SRC1 TRFRET art: 1944

Later entries:
SMILES | SRC3 TRFRET art | SRC1 TRFRET art
N#CCCN1CCN(C2=NC(=O)/C(=C\c3cccs3)S2)CC1 | 1573 | 1711
CCN(CC)S(=O)(=O)c1ccc(NC(=O)COC(=O)c2cc(S(=O)(=O)Nc3ccc(OC)cc3)ccc2O)cc1 | 1607 | 1949
CCOC(=O)C1(CCOc2ccccc2)CCN(Cc2ccc(COC)o2)CC1 | 1654 | 1875
Cc1ccc(S(=O)(=O)N2CCOCC2)cc1C(=O)O | 1401 | 1724
O=C(c1ccncc1)N1c2ccccc2Sc2ccccc21 | 1476 | 1656
Cc1cccc(N2CCC(N3CCN(C4CCCCC4)C(CCO)C3)CC2)c1C (stereo not drawn) | 1653 | 1841
O=C(COc1ccccc1-c1ccccc1)N/N=C/c1ccc2ccccc2c1 | 1444 | 1461
COc1ccc(NC(=O)CN(c2ccc([N+](=O)[O-])cc2)S(=O)(=O)c2ccccc2)cc1 | 1397 | 1682
CC(C)(C)n1cc(S(=O)(=O)c2ccccc2)[nH]c1=O | 1375 | 1968
CCOC(=O)c1ccc(N2CN(CCc3ccccc3)CNC2=S)cc1 | 1475 | 1769
O=C(c1ccc([N+](=O)[O-])s1)N1CCc2ccccc2C1 | 1855 | 1978
Cc1cccc(OCc2nnc(SCC(=O)Nc3cc(C)on3)n2C)c1 | 1346 | 1771

Single records, as listed above. Order of values: SRC3 TRFRET art, SRC1 TRFRET art
Cc1cccc(OCc2nnc(SCC(=O)Nc3cc(C)on3)n2C)c1 as listed: 1346, 1771
N#CCCN1CCN(C2=NC(=O)/C(=C\c3cccs3)S2)CC1 as listed: 1573, 1711
Cc1ccc(S(=O)(=O)N2CCOCC2)cc1C(=O)O as listed: 1401, 1724
CCOC(=O)c1ccc(N2CN(CCc3ccccc3)CNC2=S)cc1 as listed: 1475, 1769
O=C(c1ccncc1)N1c2ccccc2Sc2ccccc21 as listed: 1476, 1656

An excerpt, so the mix of outcomes need not match the whole.
